# Assay outcomes deposited in PubChem by National Center for Advancing Translational Sciences (NCATS).
# Giardia kill – Giardia lamblia killing; Giardia lamblia trophozoite viability; activity change, % at 7.66 µM, hits read low; actives 0.15% (n = 340,000); AID 540267; in the data active = activity change below about -80%; inconclusive = between about -30% and that limit;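 note: parasites exposed to compound for two days anaerobically before the ATP read; % is set by controls: 0 for no effect and ±100 for the full control effect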
#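 Giardia lamblia trophozoites (100 cells/well) were incubated with compounds for 48 h at 37 deg C under anaerobic conditions. Viability was read as ATP content by one-step luminescence after 15-30 min at room temperature.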
# ASM inhibitor – blocks human secretory acid sphingomyelinase | placental ASM, HMU-PC fluorogenic substrate, 60 min | P17405 | AID 504937 | actives 0.006% (n = 340,000) | Potency, µM (highest dose often 57.5 µM), for inactives: top-dose activity change, negative = inhibition, usual class: inhibitors; note: potency is the fitted concentration of half-maximal effect
# Target sequence (P17405 47-631 limits assumed): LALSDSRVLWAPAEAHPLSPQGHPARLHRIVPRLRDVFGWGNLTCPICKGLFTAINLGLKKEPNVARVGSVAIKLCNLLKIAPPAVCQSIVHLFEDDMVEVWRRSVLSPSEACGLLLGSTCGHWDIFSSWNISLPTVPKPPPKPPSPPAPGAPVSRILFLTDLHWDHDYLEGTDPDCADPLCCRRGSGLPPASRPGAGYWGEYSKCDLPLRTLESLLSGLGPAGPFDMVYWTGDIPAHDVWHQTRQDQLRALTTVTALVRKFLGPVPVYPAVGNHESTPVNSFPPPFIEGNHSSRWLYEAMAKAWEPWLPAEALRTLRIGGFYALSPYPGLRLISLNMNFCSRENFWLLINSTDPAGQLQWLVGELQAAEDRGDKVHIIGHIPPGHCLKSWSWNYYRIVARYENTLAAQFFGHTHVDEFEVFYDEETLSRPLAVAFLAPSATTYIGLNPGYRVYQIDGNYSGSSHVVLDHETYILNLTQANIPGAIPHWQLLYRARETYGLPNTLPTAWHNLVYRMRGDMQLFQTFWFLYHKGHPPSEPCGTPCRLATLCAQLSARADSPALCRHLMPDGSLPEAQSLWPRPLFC
#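 Fluorogenic HMU-PC substrate (9 uM final) is turned over by placental ASM in 60 min at 37 C after a 10 min compound preincubation. Reaction ended by alkaline stop (pH 10), with fluorescence read at 386/447 nm.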
# FBPA coupling cs – inhibits coupling enzyme system, counter-screen for aldolase hits; coupling enzyme system counterscreen, AmpLite Red fluorescence; activity change, negative = inhibition, % at 58.2 µM, hits read low; actives 0.67% (n = 290,000); AID 2472; in the data active = activity change below about -30%; note: % is set by controls: 0 for no effect and ±100 for the full control effect
#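 Counterscreen of the coupled detection system alone, without aldolase: glyceraldehyde-3-phosphate coupling enzymes plus AmpLite Red readout. Compounds at 57.5 uM final, 10 min RT preincubation, 20 min RT reaction, fluorescence 525/598 nm.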
# B2AR arrestin – agonists driving beta-arrestin recruitment to human beta2-adrenergic receptor; Potency, µM (titrated, usually from 46.1 µM), for inactives: at the top dose activation, most hits filed as activators; P07550; actives 0.02% (n = 330,000); AID 492947; beta-arrestin recruitment to beta2AR, cell-based reporter;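 note: potency is the fitted concentration of half-maximal effect; 0% = DMSO controls and full agonism = EC100 isoproterenol or metaproterenol; nearly all actives have a fitted effect of over 65% in size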
# Target sequence (P07550 whole entry, looked up): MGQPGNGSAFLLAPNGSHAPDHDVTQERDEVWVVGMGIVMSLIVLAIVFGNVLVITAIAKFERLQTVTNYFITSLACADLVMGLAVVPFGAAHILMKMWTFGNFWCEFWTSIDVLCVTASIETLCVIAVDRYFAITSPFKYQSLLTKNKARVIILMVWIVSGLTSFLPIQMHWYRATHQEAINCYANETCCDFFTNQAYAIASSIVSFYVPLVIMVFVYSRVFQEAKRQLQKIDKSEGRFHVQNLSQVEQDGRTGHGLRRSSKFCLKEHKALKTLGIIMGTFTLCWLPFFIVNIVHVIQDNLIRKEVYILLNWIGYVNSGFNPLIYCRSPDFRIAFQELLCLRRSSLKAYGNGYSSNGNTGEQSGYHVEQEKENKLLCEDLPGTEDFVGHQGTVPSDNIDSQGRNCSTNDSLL
# Tb PFK block – T. brucei PFK enzyme inhibition | T. brucei PFK, ADP-Glo luminescence | Potency, µM (top dose mostly 57.5 µM), inactives show at the top dose activity, negative = inhibition, actives largely listed as inhibitors | actives 0.17% (n = 330,000) | AID 485367;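 note: potency is the fitted concentration of half-maximal effect; 0% = uninhibited 1x PFK enzyme wells and -100% = no-enzyme wells; nearly all actives have a fitted effect of over 60% in size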
#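 ADP-Glo luminescence quantified ADP after 45 min at room temperature, with 1.25 nM T. brucei PFK, 0.1 mM ATP and 0.5 mM fructose-6-phosphate in pH 8.0 TEA buffer. qHTS titrations up to 57 µM; curves classified by quality.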
# Menin-MLL TR inh – menin-MLL binding inhibition, Texas Red mutant peptide. Menin + Texas Red MLL mutant peptide, fluorescence polarization. actives 0.23% (n = 270,000). O00255. Potency, µM (titrated, usually from 61.6 µM), without a hit: at the top dose FP activity change, negative = inhibition, usual class: inhibitors. AID 1768; active = well fitted inhibition curve with a large enough effect in the polarisation, with a control signal flat, not every such curve was filed as active; inconclusive = small, poorly fitted or top-dose-only effect, or effect the other way, or a change in a side signal; inactive = no such curve, though single readings can be large or run the other way; the % refers to the polarisation; note: potency is the fitted concentration of half-maximal effect; % of control where 0% means no effect; many of its hits are not listed in these tables
# Chronic BCR inh – inhibitors of chronic active B-cell receptor signaling; ABC-DLBCL IkBa-CBG/CBR reporter, luminescence ratio, 4 h; actives 0.05% (n = 340,000); Potency, µM (doses to about 46.1 µM), for the others: at the highest dose ratio change, negative = lower green/red ratio, usual class: inhibitors; AID 493014; active = well fitted inhibition curve with a large enough effect in the signal ratio, with a control signal flat, not every such curve was filed as active; inconclusive = small, poorly fitted or top-dose-only effect, or effect the other way, or a change in a side signal; the % refers to the signal ratio;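 note: potency is the fitted concentration of half-maximal effect; plate controls were basal doxycycline-induced cells for no effect and cells given 10 µM MG132 for full effect; MG132 reads +100%, hits lower the ratio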
#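 Cell line TMD8 (human ABC DLBCL), stably expressing tet-inducible CBG68-IkBa fusion and CBR; IMDM/0.5% FBS; cpd up to 46 uM; dox induction, 4 h, 37C/5% CO2; dual luminescence; green/red ratio; MG132 control.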
# PTAP TSG101 blk – blocks PTAP/TSG101 interaction to inhibit HIV-1 budding; Potency, µM (highest dose often 115 µM), for inactives: at the top dose activity change, negative = inhibition, actives largely listed as inhibitors; 340,000 tested, under 10 active; Fluorescence polarization, FITC-PTAP peptide / Tsg101 binding; Q99816; active = well fitted inhibition curve with a large enough effect in the main read-out, with a control signal flat, not every such curve was filed as active; inconclusive = small, poorly fitted or top-dose-only effect, or effect the other way, or a change in a side signal; inactive = no such curve, though single readings can be large or run the other way; note: potency is the fitted concentration of half-maximal effect; % of control where 0% means no effect
#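 Compounds were pin-transferred onto Tsg101 binding domain (10 uM final) in HEPES pH 7.5 buffer, then FITC-PTAP peptide was added at 50 nM final. After 20 min at RT, polarization reported peptide displacement across a qHTS concentration series.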
# PKM2 act – activators of human pyruvate kinase M2 | P14618 | purified PKM2, Kinase-Glo ATP luminescence, activation; response scale: 0% is enzyme alone, no compound | Potency, µM (doses to about 57.5 µM), for the others: at the highest dose activation, actives largely listed as activators | actives 0.34% (n = 260,000); note: potency is the fitted concentration of half-maximal effect; % is set by controls: 0 for no effect and ±100 for the full control effect; nearly all actives have a fitted effect of over 55% in size
#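 ATP formation by purified human PK-M2, quantified via coupled luciferase luminescence after 1 h at room temperature with 0.1 mM ADP and 0.5 mM PEP final.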
# a7 integrin act – activates integrin-mediated alleviation for muscular dystrophy; alpha7betagal myoblasts, beta-gal FDG fluorescence, 48 h; Potency, µM (highest dose often 38.3 µM), without a hit: at the top dose activation, usual class: activators; actives 0.064% (n = 350,000);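 note: potency is the fitted concentration of half-maximal effect; 100% = response of the positive control SU9516; nearly all actives have a fitted effect of over 60% in size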
#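 Alpha7betagal+/- myoblasts (passage 13) were plated 16-24 hr, then exposed to compounds (1:260 dilution of DMSO stock) for 48 hours at 37C. After MPER lysis, β-galactosidase reporter activity was read as FDG fluorescence (ex 480/em 540) after 30 minutes.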
# GALK inh – galactokinase (human) inhibition. P51570. Purified GALK, Kinase-Glo residual ATP luminescence. Potency, µM (series often up to 57.5 µM), without a hit: at the highest dose activity change, negative = inhibition, hits mostly inhibitors. actives 0.007% (n = 270,000); note: potency is the fitted concentration of half-maximal effect; % is set by controls: 0 for no effect and ±100 for the full control effect
#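 Compounds were pin-transferred into ATP buffer (35 uM final), then GALK plus galactose (5 nM, 100 uM final) was added. After 1 h at room temperature, Kinase-Glo Plus was added and luminescence read after 10 min.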
# Active calls of the source: *; i = inactive; u = inconclusive; x = no result given; [ ] = remark or other dose. Unless noted, calls come from the whole dose curve; as a rule, active = well fitted curve in the direction sought with a large enough effect; inconclusive = small, poorly fitted or top-dose-only effect, or another doubt; inactive = no such curve, though single readings can be large; an effect the other way counts as inactive or inconclusive. This is a subset, so the mix of outcomes need not match the whole.
SMILES,Giardia kill,ASM inhibitor,FBPA coupling cs,B2AR arrestin,Tb PFK block,Menin-MLL TR inh,Chronic BCR inh,PTAP TSG101 blk,PKM2 act,a7 integrin act,GALK inh
CCC1=NN2C(=N)/C(=C\c3ccc(OCCOc4ccccc4)c(OC)c3)C(=O)N=C2S1,x,x,-1,0.1%,-1%,u,u,x,-7%,x,-7%
Cc1cc(C)c2c(CC(=O)O)c(C)[nH]c2c1,19,17%,0,0.2%,2%,-5%,6%,-3%,-3%,5%,6%
Cc1c(Cl)cccc1NC(=O)CNC(=O)CCS(=O)(=O)c1ccc(F)cc1,12,-1%,x,-0.6%,-13%,x,2%,0%,x,18%,x
Cc1cc(C)nc(NC(=S)NC(=O)c2ccccc2)n1,-10,7%,1,-0.2%,0%,-20%,3%,2%,0%,18%,-1%
CCn1c(CNc2nc3ccccc3n2C(C)C)nc2ccccc21,-21,1%,8,-0.1%,-4%,-9%,-9%,-9%,-8%,12%,0%
CC1CN(C(=O)c2ccccc2OCc2ccc(Cl)cc2Cl)CC(C)O1 (centres undefined),-20,1%,x,0.3%,-3%,x,3%,-2%,x,-29%,x
CCn1c(SCC(=O)Nc2ccc3[nH]c(=O)[nH]c3c2)nc2ccccc21,-3,1%,x,-0.2%,-8%,x,-1%,-3%,x,-12%,x
CCC(=O)Nc1ccc(NC(=S)Nc2ccccc2)cc1,2,3%,0,-2.6%,-4%,6%,0%,-6%,-7%,-7%,4%
O=C(/C=C/c1ccc(Cl)cc1)NCCCN1CCOCC1,-11,5%,2,0.2%,-2%,14%,4%,-2%,-1%,-28%,2%
COc1ccc(-c2cc3nc[nH]c(=O)c3s2)cc1,u,8%,5,-0.6%,2%,-22%,3%,-6%,-2%,15%,1%
CCn1c(O)c(C#N)c(C)cc1=O,-15,0%,-26,-0.3%,3%,x,0%,-6%,5%,-3%,x
Cc1ccsc1/C=N/NC(=O)c1sccc1C,-5,0%,3,0.3%,0%,-14%,u,-3%,-19%,24%,0%
COc1c2c(cc3oc(C)cc(=O)c13)OC(C(C)(C)OC1OC(CO)C(O)C(O)C1O)C2 (centres undefined),44[activator],1%,0,u,-2%,8%,-2%,0%,1%,37%,x
CCOc1ccc(NC(=O)c2ccc(CSc3nnnn3C)cc2)cc1,-7,6%,3,-0.7%,-16%,8%,4%,-4%,2%,u,1%
COc1ccc(/C=N/NC(=O)CCN2CCCCC2c2cccnc2)cc1Cn1cc([N+](=O)[O-])cn1 (centres undefined),-24,-3%,0,-0.3%,0%,x,-11%,-6%,-2%,-22%,-1%
O=C(COC(=O)/C=C/c1ccco1)NCc1ccco1,11,-2%,1,0.4%,u,5%,4%,-10%,18%,-14%,1%
COC(=O)c1c(C)[nH]c(C(=O)C(C)OC(=O)c2cc(C)oc2C)c1C (centres undefined),-5,0%,x,-0.1%,1%,x,-1%,0%,x,0%,x
CCn1c(C)nc2cc(S(=O)(=O)C(F)(F)C(F)C(F)(F)F)ccc21 (centres undefined),7,0%,-4,0.1%,0%,3%,2%,-5%,5%,-53%[inhibitor],2%
NC(=S)N/N=C/c1coc2cc(Br)ccc2c1=O,4,-5%,0,-0.6%,0%,x,u,0%,-30%,-2%,x
Cc1nnc(SCC(=O)NC(=O)Nc2ccc3c(c2)OCCO3)n1N,0,0%,1,0.1%,0%,x,u,-1%,-14%,14%,0%

# Single records, from the list above.
# Cc1c(Cl)cccc1NC(=O)CNC(=O)CCS(=O)(=O)c1ccc(F)cc1 as listed: Giardia kill: 12; ASM inhibitor: -1%; FBPA coupling cs: x; B2AR arrestin: -0.6%; Tb PFK block: -13%; Menin-MLL TR inh: x; Chronic BCR inh: 2%; PTAP TSG101 blk: 0%; PKM2 act: x; a7 integrin act: 18%; GALK inh: x
# CCn1c(CNc2nc3ccccc3n2C(C)C)nc2ccccc21 as listed: Giardia kill: -21; ASM inhibitor: 1%; FBPA coupling cs: 8; B2AR arrestin: -0.1%; Tb PFK block: -4%; Menin-MLL TR inh: -9%; Chronic BCR inh: -9%; PTAP TSG101 blk: -9%; PKM2 act: -8%; a7 integrin act: 12%; GALK inh: 0%
# CCOc1ccc(NC(=O)c2ccc(CSc3nnnn3C)cc2)cc1 as listed: Giardia kill: -7; ASM inhibitor: 6%; FBPA coupling cs: 3; B2AR arrestin: -0.7%; Tb PFK block: -16%; Menin-MLL TR inh: 8%; Chronic BCR inh: 4%; PTAP TSG101 blk: -4%; PKM2 act: 2%; a7 integrin act: u; GALK inh: 1%

# The listing picks up with the two entries that preceded the break.
SMILES,Giardia kill,ASM inhibitor,FBPA coupling cs,B2AR arrestin,Tb PFK block,Menin-MLL TR inh,Chronic BCR inh,PTAP TSG101 blk,PKM2 act,a7 integrin act,GALK inh
NC(=S)N/N=C/c1coc2cc(Br)ccc2c1=O,4,-5%,0,-0.6%,0%,x,u,0%,-30%,-2%,x
Cc1nnc(SCC(=O)NC(=O)Nc2ccc3c(c2)OCCO3)n1N,0,0%,1,0.1%,0%,x,u,-1%,-14%,14%,0%
COc1ccc(/C=N/NC(=O)c2[nH]c3ccc(Br)cc3c2-c2ccccc2)cc1,-22,i,0,-1.4%,1%,-9%,u,0%,1%,-40%,2%
Cn1c(=O)[nH]c(=O)c2c1nc(N1CCOCC1)n2CC(O)COc1ccccc1 (centres undefined),-8,0%,5,-0.3%,2%,12%,0%,-1%,0%,7%,4%
COc1cccc(CN2CCNC(=O)C2CC(=O)N2CCOc3ccccc3C2)c1OC (centres undefined),16,5%,6,-0.1%,0%,-15%,u,-5%,22%,12%,0%
O=C(CC(c1ccccc1)c1cc(Cl)ccc1O)NCCN1CCOCC1 (centres undefined),30,3%,1,-1.0%,-10%,x,-3%,-5%,-8%,6%,-1%
Cc1ccc(C(=O)OCC(=O)Nc2cc(C(C)(C)C)no2)c(C)c1,-6,-15%,x,0.8%,-2%,x,-9%,-1%,x,-13%,x
Cn1c(N/N=C/c2c[nH]c3ccccc23)nc2ccccc21,1,-15%,0,0.2%,1%,u,u,-1%,-15%,-43%,1%
O=C(CCN1C(=O)c2cccc3cccc(c23)C1=O)NCc1ccco1,-5,2%,1,-0.1%,5%,u,-4%,-7%,0%,-8%,6%
Cc1cccc(OCCCn2c(CCNC(=O)C(C)C)nc3ccccc32)c1,7,-2%,0,0.3%,2%,3%,-14%,-2%,0%,2%,0%
COc1cccc(OCc2cc(C(=O)N(C)CCC3CCCCO3)no2)c1 (centres undefined),-8,1%,x,-1.0%,-6%,x,3%,-2%,-1%,-12%,6%
Cc1[nH]c2ccccc2c1/C=N/NC(=O)c1cc(-c2ccncc2)nc2ccccc12,13,u,x,0.3%,1%,x,u,-6%,-1%,-10%,-7%
CC1CCN(C(=O)c2cc3ccccc3o2)CC1,-3,-3%,6,0.2%,-2%,-29%,u,-2%,2%,7%,-1%
COCCNC(=O)CCc1nc2cccnc2n1Cc1ccc(OC)cc1,18,-6%,1,0.5%,-2%,0%,0%,-4%,x,3%,x
CCN(CC)C(CNC(=O)c1cc(=O)[nH]c2ccccc12)c1ccccc1Cl (centres undefined),13,0%,1,-0.1%,0%,x,-1%,-1%,x,-14%,1%
CN(C)/C=C1\C(=O)N(c2ccc(Oc3ccccc3)cc2)CS1=O (centres undefined),2,0%,0,0.4%,-4%,-6%,9%,-5%,2%,-12%,-1%
CCOc1ccc(NC(=O)CN(C)C(=O)Cc2c(C)nc3ccccc3c2C)cc1OCC,6,-2%,x,0.4%,-3%,x,2%,-1%,-3%,-15%,3%
O=C(N/N=C/c1cccs1)c1ccc2c(c1)OCO2,-29,5%,1,-0.8%,6%,0%,u,-4%,-3%,20%,0%
COc1ccc(CCNC2=C(Cl)C(=O)N(Cc3ccccc3)C2=O)cc1OC,16,-6%,-1,-0.2%,0%,-5%,0%,-1%,3%,3%,-1%
CCOc1c(O)ccc(/C=C2\SC(=S)NC2=O)c1[N+](=O)[O-],2,-12%,-3,6.0%,12%,u,9%,2%,-65%,u,-4%
O=C(NCC(c1ccco1)N1CCc2ccccc2C1)c1ccccc1Cl (centres undefined),-12,3%,x,-0.2%,-14%,x,-7%,-1%,x,17%,x
CCCCN(Cc1ccccc1)C(=O)C1CCCN(S(=O)(=O)c2cnc[nH]2)C1 (centres undefined),-8,1%,3,-0.9%,2%,8%,13%,-7%,-8%,-9%,3%
